Sm TGR inh – S. mansoni TGR enzyme inhibition. Potency, µM (highest dose often 114 µM), for the others: at the highest dose activity change, negative = inhibition, actives largely listed as inhibitors. Q962Y6. purified TGR, DTNB reduction, TNB absorbance 405 nm. 360,000 compounds, 3% hits; note: potency is the fitted concentration of half-maximal effect; nearly all actives have a fitted effect of over 60% in size
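Kinetic colorimetric format: TGR-catalysed, NADPH-driven DTNB reduction monitored via TNB absorbance. Enzyme dispensed at 20 nM; compound exposure 15 min at room temperature before reaction start.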
HCMV antiviral – blocks human cytomegalovirus replication. HFF cells, HCMV-luciferase reporter, 72 h; stronger effect = lower value. activity change, negative = inhibition, % at 57.5 µM. 410,000 compounds, 4.5% hits. AID 1259415; in the data active = activity change below about -60%; inconclusive = no clear call, values can overlap the other calls; inactive = above about -39%
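Two-dose cell screen: HFF monolayers treated with compounds and infected with luciferase-expressing HCMV at 1 PFU/cell, 72 h at 37C, then lysed for luciferase measurement.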
AmpC inh no detg – AmpC beta-lactamase inhibition without detergent; P00811; AmpC nitrocefin hydrolysis, absorbance 480 nm, 0.0001% Triton; Potency, µM (doses to about 57.1 µM), inactives show top-dose activity change, negative = inhibition, usual class: inhibitors; 330,000 compounds, 0.52% hits; AID 485341;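 note: potency is the fitted concentration of half-maximal effect; plate controls were no compound for no effect and no enzyme for full effect; nearly all actives have a fitted effect of over 20% in size; some results filed as inactive show a strong effect at the top dose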
Target sequence (P00811 whole entry, looked up): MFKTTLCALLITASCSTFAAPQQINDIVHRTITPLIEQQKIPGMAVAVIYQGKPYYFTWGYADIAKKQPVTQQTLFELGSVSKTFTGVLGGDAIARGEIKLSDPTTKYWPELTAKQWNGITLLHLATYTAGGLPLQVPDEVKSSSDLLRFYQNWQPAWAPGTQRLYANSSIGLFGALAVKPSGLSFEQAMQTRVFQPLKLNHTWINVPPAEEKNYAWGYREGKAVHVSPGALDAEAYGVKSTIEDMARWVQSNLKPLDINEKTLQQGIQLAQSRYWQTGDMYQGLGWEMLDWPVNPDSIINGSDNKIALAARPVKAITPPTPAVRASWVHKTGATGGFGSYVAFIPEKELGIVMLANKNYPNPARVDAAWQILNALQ
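AmpC (5.3 nM in the dispensed reagent) in 20 mM phosphate pH 7.0 with 0.01% (detergent screen) or 0.0001% Triton X-100 was preincubated with compounds for 15 min at room temperature. Nitrocefin was then added from an 800 uM solution, and hydrolysis was followed at 480 nm.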
AmpC detergent – AmpC beta-lactamase inhibition with detergent present; Potency, µM (top dose mostly 114 µM), without a hit: top-dose activity change, negative = inhibition, most hits filed as inhibitors; AmpC hydrolysis of nitrocefin, absorbance 480 nm, 0.01% Triton; 370,000 compounds, 0.041% hits; AID 485294;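 note: potency is the fitted concentration of half-maximal effect; 0% = no-compound wells and -100% = no-enzyme wells; nearly all actives have a fitted effect of over 25% in size; some results filed as inactive show a strong effect at the top dose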
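20 mM phosphate pH 7.0 + 0.01% (detergent screen) or 0.0001% Triton X-100; 5.3 nM AmpC reagent; cpd preinc 15 min RT; nitrocefin (800 uM stock) to start; A480 q20 s × 4 min; Activity was normalised to no-enzyme and no-compound control wells.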
Giardia FBPA inh – Giardia lamblia aldolase inhibition; 290,000 compounds, 0.71% hits; A8B2U2; AID 2451; Potency, µM (titrated, usually from 59.6 µM), for inactives: at the top dose activity, negative = inhibition, hits mostly inhibitors; purified Giardia FBPA; note: potency is the fitted concentration of half-maximal effect; nearly all actives have a fitted effect of over 55% in size
Target sequence (A8B2U2 whole entry, looked up): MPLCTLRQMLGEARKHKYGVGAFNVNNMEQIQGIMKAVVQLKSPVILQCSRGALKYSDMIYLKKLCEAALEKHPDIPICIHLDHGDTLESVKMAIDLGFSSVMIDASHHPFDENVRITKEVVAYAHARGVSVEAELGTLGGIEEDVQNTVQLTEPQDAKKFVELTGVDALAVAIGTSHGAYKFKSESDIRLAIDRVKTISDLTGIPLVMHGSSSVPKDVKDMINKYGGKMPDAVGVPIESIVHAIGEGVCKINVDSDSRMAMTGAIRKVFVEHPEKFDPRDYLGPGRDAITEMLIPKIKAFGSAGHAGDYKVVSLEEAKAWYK
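Giardia FBPA (40 nM reagent) was preincubated 10 min at RT with compound (up to 57.5 uM final), then substrate plus GAPDH/TPI/NAD/arsenate coupling system with diaphorase/resazurin was added; resorufin fluorescence (525/598 nm) was read after 20 min.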
AMA1 RON2 block – AMA1-RON2 (P. falciparum) interaction inhibition; Potency, µM (series often up to 58.2 µM), inactives show top-dose activity change, negative = inhibition, usual class: inhibitors; 360,000 compounds, 0.2% hits; AlphaScreen AMA1-biotinylated RON2 peptide binding;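 note: potency is the fitted concentration of half-maximal effect; 0% = vehicle wells and -100% = peptide control; nearly all actives have a fitted effect of over 45% in size; some results filed as inactive show a strong effect at the top dose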
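AMA1 (3D7) with his tag at 25 nM final met compounds first, then biotinylated RON2 peptide at 25 nM; detection used donor plus acceptor beads, 10 µg/mL apiece, read by AlphaScreen after 30 min at room temperature.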
An asterisk follows results filed as active; ? = inconclusive; / = no result given; & = joins results of further samples; [ ] = remark or other dose. Unless noted, calls come from the whole dose curve; as a rule, active = well fitted curve in the direction sought with a large enough effect; inconclusive = small, poorly fitted or top-dose-only effect, or another doubt; inactive = no such curve, though single readings can be large; an effect the other way counts as inactive or inconclusive. Unless noted, % is set by controls: 0 for no effect and ±100 for the full control effect.

Sample of the layout:
SMILES | Sm TGR inh | HCMV antiviral | AmpC inh no detg | AmpC detergent | Giardia FBPA inh | AMA1 RON2 block
Cc1ccc(S(=O)(=O)NN=C2CCC(C(C)(C)C)CC2)cc1[N+](=O)[O-] (stereo unspecified) | 1% | / | -22% | -8% | 0% | -6%
COc1ccccc1CNC(=O)C1CCC(=O)N(CCCN2CCCC2=O)C1 (stereo unspecified) | -8% | 21 | -15% | -11% | 7% | -6%
O=C1N(CN2CCN(Cc3ccccc3)CC2)c2ccccc2C12OCCCO2 | -3% | -21 | -9% | -13% | 6% | -4%
CC(C)(C)c1ccc(OCCn2ccccc2=O)cc1 | -4% | 115 | 31% | -7% | 8% | -17%
O=C(c1ccc2c(=O)n3c(nc2c1)CCCCC3)N1CCN(c2ccc([N+](=O)[O-])cc2)CC1 | -3% | -17 | 147%[activator] | 0% | / | 0%

The list itself, from the first entry:
SMILES | Sm TGR inh | HCMV antiviral | AmpC inh no detg | AmpC detergent | Giardia FBPA inh | AMA1 RON2 block
Cc1ccc(S(=O)(=O)NN=C2CCC(C(C)(C)C)CC2)cc1[N+](=O)[O-] (stereo unspecified) | 1% | / | -22% | -8% | 0% | -6%
COc1ccccc1CNC(=O)C1CCC(=O)N(CCCN2CCCC2=O)C1 (stereo unspecified) | -8% | 21 | -15% | -11% | 7% | -6%
O=C1N(CN2CCN(Cc3ccccc3)CC2)c2ccccc2C12OCCCO2 | -3% | -21 | -9% | -13% | 6% | -4%
CC(C)(C)c1ccc(OCCn2ccccc2=O)cc1 | -4% | 115 | 31% | -7% | 8% | -17%
O=C(c1ccc2c(=O)n3c(nc2c1)CCCCC3)N1CCN(c2ccc([N+](=O)[O-])cc2)CC1 | -3% | -17 | 147%[activator] | 0% | / | 0%
O=C(COC(=O)/C=C/c1ccccc1)Nc1cccc(Oc2ccccc2)c1 | -6% | 18 | -50% | -6% | 1% | 10%
Cc1ccc(NC(=O)Cn2cccc2)c(C)c1 | -6% | 9 | -6% | -3% | 2% | -13%
COc1ccc(CNC(=O)C(C)NCc2ccccc2Cl)cc1 (stereo unspecified) | -16% | -3 | 41% | -5% | -7% | 1%
C=CCNc1oc(-c2cccs2)nc1S(=O)(=O)c1ccccc1 | 0% | -25 | 10% | -7% | -2% | 9%
CN(C)NC(=S)NC1(C)CCS(=O)(=O)C1 (stereo unspecified) | -2% | 22 | -13% | -7% | -25% | 76%[activator]
COc1ccc(Cc2nc3ccc(C(=O)N4CCC(N(C)C)C4)cc3o2)cc1 (stereo unspecified) | -26% | 13 | 10% | 10% | / | 9%
NS(=O)(=O)c1ccc(NC(=O)COC(=O)c2ccc(Cl)nc2)cc1 | 66%[activator] | -38 | -15% | 4% | 0% | 3%
CSC1=N/C(=C\c2cccc(Cl)c2)C(=O)N1N(C)C | -1% | -9 | -4% | 5% | 4% | -9%
CC(Sc1ncccn1)C(=O)NC1CCCC1 (stereo unspecified) | -8% | -37 | -12% | -11% | / | -10%
COC(=O)c1cc2ccsc2n1Cc1nc(-c2ccc(Cl)cc2)oc1C | 6% | 9 | -26% | -14% | 4% | -4%
COc1ccc(/C=N/Nc2nnc(Cc3ccccc3)c(=O)[nH]2)cc1 | 7% | -26 | -16% | -3% | -5% | 1%
NC(=O)c1ccc(-n2nnnc2Oc2ccccc2C(=O)N2CCOCC2)cc1 | 0% | -20 | -17% | ? | 3% | 6%
CCOc1ccc(NC(=O)CN(C)C(=O)c2cc(C3CC3)nn2-c2ccccc2)cc1OCC | -9% | 11 | 72%[activator] | -14% | / | -1%
CC(C)(C)c1cc(C(=O)N/N=C/c2ccccc2O)n(-c2ccccc2)n1 | -10% | -97* | -31% | 1% | -25% | 67%[activator]
O=C(COC(=O)CC(c1ccccc1)c1ccccc1)Nc1cccc(F)c1 | -23% | 5 | -5% | 0% | 0% | -3%
O=C(CN1CCCCCC1)NCc1ccccc1 | -3% | 46 | -22% | -6% | -1% | -34%
COc1ccc2c(/C=N/NS(=O)(=O)c3ccc(C)cc3)c[nH]c2c1 | 14µM* | 8 | -52% | -6% | 7% | -18%
O=C(NNc1ncccc1Cl)c1c(Cl)cccc1Cl | 8% | -67* | -23% | 1% | -11% | 166%[activator]
Nc1ccc(CCc2nc3ccccc3o2)cc1 | 5% | -25 | -21% | 1% | -11% | 0%
COc1ccc(C)cc1-n1nnnc1SCC(=O)NC(=O)NCc1ccco1 | ? | 32 | -17% | 1% | -1% | -1%

More records follow:
SMILES | Sm TGR inh | HCMV antiviral | AmpC inh no detg | AmpC detergent | Giardia FBPA inh | AMA1 RON2 block
CNC(=O)CCSSCCC(=O)NC | -7% | ? | -17% | 1% | -1% | 0%
CC1=C(C(=O)OCc2ccccc2)C(c2ccccc2Cl)NC(=O)N1C (stereo unspecified) | 1% | -20 | 16% | 4% | -3% | ?
COc1ccc(OC)c(-c2cc(C(=O)Nc3c(C)nn(Cc4ccccc4C)c3C)no2)c1 | 0% | -23 | 67%[activator] | -13% | -1% | -3%
Cc1nc(S/C(=C\c2ccc(-c3ccc(C(=O)O)c(Cl)c3)o2)C(=O)O)n[nH]1 | 35µM* | 3 | -35% | -3% | -27% | 18µM*
Cc1cc2c3c([nH]c2cc1S(=O)(=O)N1CCC2(CC1)OCCO2)CCCC3=O | 2% | ? | -50% | 0% | / | -7%
CCOC(=O)[C@H]1[C@H]2COc3ccc(Cl)cc3[C@@H]2N2C(=O)CN(Cc3ccc(F)cc3)C(=O)[C@@]12C | -11% | -3 | -5% | -1% | / | -9%
CCN(CC)c1ccc(/C=N/n2c(-c3ccccc3Br)n[nH]c2=S)cc1 | -15% | -18 | -53% | 13% | 4% | 20%
N#CCSc1nc2cc(C(=O)N3CCCC3)ccc2c(=O)n1Cc1ccccc1 | 3% | -32 | 107%[activator] | 4% | 2% | 4%
CCOCCCn1c(SCC(=O)/C(C#N)=C(\C)N)nc2ccccc2c1=O | 4% | -24 | -15% | ? | 0% | 17%
O=C(CSc1n[nH]c(=O)n1Cc1ccco1)N1CCOCC1 | 0% | 10 | -15% | -7% | 7% | 16%
CCN(c1ccccc1)S(=O)(=O)c1cnc[nH]1 | -18% | 6 | -18% | -9% | 0% | 2%
CCOc1ccc(C(=O)NNC2CC(=O)N(Cc3ccc(Cl)cc3)C2=O)cc1OC (stereo unspecified) | -21% | 38 | -4% | 0% | -1% | 34%[activator]
CCN1CCSc2ccc(C(=O)NCc3cccc(F)c3)cc21 | -1%&5% | -7&-16 | -37% | -11%&18% | 10% | -11%
Cc1cccc(NC(=O)c2cc3c([nH]c4ccccc43)c(C)n2)c1C | -2% | -29 | -22% | -7% | 1% | 15%
Cc1cc(C(=O)NNC(=O)C(C)NS(=O)(=O)c2ccccc2F)c(C)o1 (stereo unspecified) | / | -7 | -3% | / | / | 56%[activator]
O=C(Cn1cc(C(=O)C(F)(F)F)c2ccccc21)Nc1ccccc1F | 12% | -5 | -41% | 0% | 2% | 1%
CCOC(=O)CC1(NC(=O)c2cc(COc3cccc(OC)c3)on2)CCCCC1 | -1% | -35 | 34% | 3% | 6% | 11%
COc1cc(C(=O)Nc2nc3ccc(S(=O)(=O)N4CCOCC4)cc3s2)cc(OC)c1OC | -4% | 37 | 261%[activator] | ? | 9% | -16%
COc1ccc(NC(C)=[N+](C)CCNS(=O)(=O)c2ccc(Cl)cc2)cc1 | 35µM* | 17 | -7% | ? | / | -21%
COc1ccc2c(c1OC)C(=O)N(c1cccc(/C=C/C(=O)O)c1)C2 | 0% | 55 | 1% | 1% | 11% | 0%
COc1ccc2nc(NC(=O)C3CC(=O)N(c4ccccc4)C3)sc2c1 (stereo unspecified) | -3% | 21 | 20% | 3% | 5% | -1%
COc1cccc(C(=O)Nc2ccc3oc(-c4ccc5ccccc5c4)nc3c2)c1 | 1% | 13 | / | 1% | / | /
COc1ccc(C2OCC3(CO2)SC(=O)NC3=O)cc1 (stereo unspecified) | -10% | 7 | -13% | -13% | -25% | -19%
CCOc1cc(NC(=S)NCC2CCCO2)c(OCC)cc1NC(=O)CC(C)C (stereo unspecified) | -23% | 6 | 13% | 0% | -5% | -2%
CC(C)CCNC(=O)c1ccc(Cn2c(=O)c3cccn3c3cccnc32)cc1 | 2% | ? | / | -1% | / | /

(further entries)
SMILES | Sm TGR inh | HCMV antiviral | AmpC inh no detg | AmpC detergent | Giardia FBPA inh | AMA1 RON2 block
COc1ccc(-c2csc(Nc3cccc(C)n3)n2)cc1C | -1% | -7 | -25% | 4% | 3% | -3%
CCN1CCN(C(=O)NS(=O)(=O)c2ccc(C)cc2)CC1 | -17% | 13 | -13% | 1% | 0% | -1%
O=C(CN1C(=O)NC2(CCCCCCC2)C1=O)Nc1ccc(Br)cc1 | 1% | -20 | -22% | 4% | / | -4%
COc1ccc(OC)c(NC(=O)NC2CCCCCCC2)c1 | -25% | 4 | -35% | -6% | / | -20%
C=CCOc1c(Br)cc(/C=C2/NC(=S)N(C(C)=O)C2=O)cc1OC | -2% | ? | -43% | 6% | -8% | 2%
Cc1ccc(C(=O)N/C(=C\c2cn(C)c3ccccc23)C(=O)NCCCn2ccnc2)cc1 | 1% | -12 | 60%[activator] | -2% | / | -12%
CCOC(=O)c1c(NC(=O)CC2Nc3cc(C)c(C)cc3NC2=O)sc(C)c1C (stereo unspecified) | 0% | 12 | -13% | 3% | -16% | -1%
C=CCc1cccc2ccc(=O)oc12 | -1% | 46 | -12% | 6% | 12% | -10%
O=C(O)CN1C(=O)C2(OCCCO2)c2ccccc21 | -1% | 43 | -2% | -2% | 7% | 9%
O=C1c2ccccc2C(O)(c2ncc[nH]2)N1C1CCCCC1 (stereo unspecified) | 0% | -17 | 4% | -15% | -9% | 5%
O=C(CSc1ccc2c(c1)OCCO2)Nc1ccc(Cl)cn1 | 10% | -86* | -30% | -13% | -3% | 11%
O=C(CN1C(=O)NC(c2ccccc2)(c2ccccc2)C1=O)NCCNCCO | -13% | 32 | 0% | -18% | -4% | 5%
Cc1c(N=Nc2ccc(O)cc2)c(=O)n(-c2ccccc2)n1C | -1% | -23 | -28% | 10% | 0% | 18%
COc1cccc(CC(=O)OC(C)C(=O)Nc2ncc(Cl)cc2Cl)c1 (stereo unspecified) | 2% | -1 | ? | ? | / | -2%
O=C1/C(=C/c2cccc3ccccc23)CCCc2ccccc21 | 3% | 20 | -27% | -2% | -10% | -15%
OC1(c2ccc(Br)cc2)CCN(Cc2cccc(Br)c2)CC1 | -34% | -17 | -17% | -4% | -26% | -13%
CC(=O)n1cc([C@@H]2C=C(C(=O)N3CCOCC3)O[C@H](OCCCCO)C2)c2ccccc21 | ? | -3 | 113%[activator] | -7% | -1% | -7%
O=C(CSc1nnc(-c2ccncc2)n1-c1ccc(F)cc1)NC(=O)NCc1ccco1 | ? | 4 | -7% | ? | 0% | -13%
CC(C)S(=O)(=O)c1csc(C(=O)Nc2ccc(F)cc2)c1N | -4% | 72 | -16% | 3% | -9% | -26%
O=C(C[C@@H]1C/C=C\CCC(=O)OC[C@@H]2CCCN2C1=O)N[C@@H](CO)Cc1ccccc1 | / | 0 | -6% | / | / | 16%
